Screening data deposited in PubChem BioAssay by National Center for Advancing Translational Sciences (NCATS).
APEX1 inh = qHTS Assay for Inhibitors of the Human Apurinic/apyrimidinic Endonuclease 1 (APE1) | DNA repair nuclease/redox regulator APEX1 (Homo sapiens), P27695 | Potency, µM (top dose mostly 65.8 µM), without a hit: top-dose activity change, negative = inhibition, usual class: inhibitors | actives 0.35% (n = 350,000) | AID 2517, 2012 | recombinant APE1, TAMRA/BHQ-2 abasic DNA cleavage fluorescence;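 further: potency means the concentration at half of the fitted maximal effect; plate controls were vehicle for no effect and reference inhibitor for full effect; nearly all actives have a fitted effect of over 55% in size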
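Step 1: APE1 (0.75 nM) with compound, 15 min RT. Step 2: add 50 nM fluorophore/quencher THF duplex. Step 3: three fluorescence reads 60 s apart (525/598 nm); read 3 minus read 1 = reaction progress.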
ALOX12 inh = Primary qHTS assay for inhibitors of human arachidonate 12S-lipoxygenase (ALOX12): Round 2; AID 1671190, 2021; Polyunsaturated fatty acid lipoxygenase ALOX12 (Homo sapiens), P18054; purified 12hLO, xylenol orange hydroperoxide absorbance; actives 1.1% (n = 580,000); Potency, µM (doses to about 108 µM), for inactives: top-dose activity change, negative = inhibition, hits mostly inhibitors; further: potency means the concentration at half of the fitted maximal effect; on the % scale 0 is the no-effect control and ±100 the full control effect
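Hydroperoxide product was detected by ferrous iron/xylenol orange as the 573 to 405 nm absorbance ratio. Arachidonic acid at 40 uM (final) was turned over for 30 min at room temperature by 150 nM human 12hLO, pH 7.0 Hepes buffer, after 15 min compound preincubation.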
Apoferritin bind = qHTS Assay for Identification of Novel General Anesthetics. actives 0.074% (n = 350,000). Potency, µM (series often up to 77.5 µM), inactives show top-dose activity change, negative = displacement, actives largely listed as inhibitors. apoferritin/1-aminoanthracene competitive binding, fluorescence; further: potency means the concentration at half of the fitted maximal effect; on the % scale 0 is the no-effect control and ±100 the full control effect; nearly all actives have a fitted effect of over 20% in size
Target sequence (P02791 2-175 limits assumed): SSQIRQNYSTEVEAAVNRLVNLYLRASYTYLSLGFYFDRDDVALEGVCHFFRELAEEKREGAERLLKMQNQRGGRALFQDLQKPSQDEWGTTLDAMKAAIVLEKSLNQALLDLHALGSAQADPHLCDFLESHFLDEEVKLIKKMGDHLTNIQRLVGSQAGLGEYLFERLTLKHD
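In PBS, apoferritin at 10 uM is loaded with 1-AMA from a 50% saturated solution. After 10 min of compound exposure at ambient temperature, reduced 535 nm fluorescence indicates probe displacement.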
RGS4 inhibitor = Inhibitors of Regulator of G Protein Signaling (RGS) 4: qHTS; Regulator of G-protein signaling 4 (Homo sapiens), P49798; Transcreener GDP fluorescence polarization, RGS4-accelerated GTP hydrolysis; actives 0.039% (n = 390,000); Potency, µM (doses to about 114 µM), without a hit: top-dose activity change, negative = inhibition, hits mostly inhibitors; further: potency means the concentration at half of the fitted maximal effect; on the % scale 0 is the no-effect control and ±100 the full control effect; nearly all actives have a fitted effect of over 75% in size; some results filed as inactive show a strong effect at the top dose
Target sequence (P49798 whole entry, looked up): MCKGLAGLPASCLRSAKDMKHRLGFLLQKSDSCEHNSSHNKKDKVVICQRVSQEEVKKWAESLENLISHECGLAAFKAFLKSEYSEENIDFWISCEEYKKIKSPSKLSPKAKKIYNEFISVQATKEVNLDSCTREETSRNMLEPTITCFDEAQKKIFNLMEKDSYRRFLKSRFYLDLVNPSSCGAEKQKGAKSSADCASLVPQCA
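MLSMR compounds (23 nl, pin-transferred) preincubated 10 min at room temperature with a 500nM (2x) first reagent, then RGS4 at 900nM (2x) plus Transcreener GDP mix added; fluorescence polarization (620/688 nm) read before and after 90 min at 30 °C.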
ERG Ets-DNA blk = qHTS for Small Molecule Inhibitors of the ERG Ets/DNA interaction; Transcriptional regulator ERG (Homo sapiens), P11308; Potency, µM (highest dose often 76.9 µM), for the others: top-dose FP activity, negative = inhibition, usual class: inhibitors; actives 0.028% (n = 370,000); fluorescence polarization, His-ERG Ets domain / labelled DNA; active means well fitted inhibition curve with a large enough effect in the polarisation, with a control signal flat; inconclusive means small, poorly fitted or top-dose-only effect, or effect the other way, or a change in a side signal; inactive means no such curve, though single readings can be large or run the other way; the % refers to the polarisation;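 further: polarization taken with two DNA probes labelled with fluorescein and Texas red; potency means the concentration at half of the fitted maximal effect; % of control where 0% means no effect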
Target sequence (P11308 whole entry, looked up, the tested form may be a part): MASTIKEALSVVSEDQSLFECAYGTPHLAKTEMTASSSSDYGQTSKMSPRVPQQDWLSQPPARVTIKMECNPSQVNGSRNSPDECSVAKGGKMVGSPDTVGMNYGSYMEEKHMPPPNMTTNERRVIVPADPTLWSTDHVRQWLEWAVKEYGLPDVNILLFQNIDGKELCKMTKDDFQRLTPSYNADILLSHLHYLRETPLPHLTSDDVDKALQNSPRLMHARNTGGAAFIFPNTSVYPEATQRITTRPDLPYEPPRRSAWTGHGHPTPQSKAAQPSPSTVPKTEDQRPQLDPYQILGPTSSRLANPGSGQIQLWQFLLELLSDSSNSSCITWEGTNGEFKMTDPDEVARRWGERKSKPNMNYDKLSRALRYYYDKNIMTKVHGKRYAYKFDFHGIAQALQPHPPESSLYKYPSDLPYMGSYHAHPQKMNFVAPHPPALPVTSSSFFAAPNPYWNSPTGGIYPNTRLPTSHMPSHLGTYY
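His-tagged ERG Ets domain (1 uM in the protein solution; 300mM KCl, 50mM Tris-HCl, 1mM EDTA, 1mM DTT, pH 7.5) received compound, then a probe mix of 5 nM fluorescein-DNA and 100nM Texas-615-DNA. Fluorescence polarization was read for both dyes.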
POLB inh = qHTS Assay for Inhibitors of DNA Polymerase Beta; Pol beta primer extension/strand displacement, fluorescence kinetic; P06746; AID 485314, 2010; actives 1.3% (n = 340,000); Potency, µM (top dose mostly 114 µM), inactives show at the highest dose activity change, negative = inhibition, actives largely listed as inhibitors; further: potency means the concentration at half of the fitted maximal effect; on the % scale 0 is the no-effect control and ±100 the full control effect
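Curves were derived by four-parameter Hill fits of normalized qHTS data. The kinetic fluorescent primer-extension read was taken at 0 and 10 min after 50 nM substrate, following a 15 min room-temperature preincubation of 10 nM enzyme with compounds.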
LDHA inh = qHTS assay for inhibitors of human lactate dehydrogenase; L-lactate dehydrogenase A chain (Homo sapiens), P00338; purified LDHA, NADH/diaphorase-resazurin fluorescence; stronger effect = lower value; activity change, % (values are at about 110 or 230 µM); actives 0.15% (n = 480,000); in the data active means activity change below about -30%; inconclusive means mostly about -25% to -30%;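 further: plate controls were DMSO wells for no effect and wells without enzyme for full effect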
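Resorufin fluorescence (ex540/em590), read at 0 and 20 min after diaphorase/resazurin addition, reports the NADH left after a 5 min room-temperature reaction of 2 nM human LDH5 with 0.06 mM NADH and 0.2 mM pyruvate.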
Pol eta inh = qHTS for Inhibitors of Polymerase Eta; actives 1.2% (n = 390,000); Potency, µM (series often up to 114 µM), for inactives: at the top dose activity change, negative = inhibition, usual class: inhibitors; recombinant Pol eta, fluorescent DNA replication assay; further: potency means the concentration at half of the fitted maximal effect; on the % scale 0 is the no-effect control and ±100 the full control effect
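Fluorescent replication assay: 50 nM final substrate added after a 15 min room-temperature compound preincubation with 10 nM enzyme. Signal taken at 0 min and again at 10 min.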
POLK inh = qHTS for Inhibitors of Polymerase Kappa; Potency, µM (series often up to 107 µM), for the others: at the highest dose activity, negative = inhibition, usual class: inhibitors; actives 0.53% (n = 400,000); purified Pol kappa, fluorescent DNA synthesis assay, 10 min; further: potency means the concentration at half of the fitted maximal effect; on the % scale 0 is the no-effect control and ±100 the full control effect
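10 nM Pol kappa preincubated 15 min at room temperature with compounds, then reaction started with substrate at 50 nM final. Fluorescence read kinetically at 0 and 10 min; buffer-only wells served as negative control.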
The depositor's hits bear a star; u = inconclusive; x = no result given; [ ] = another dose, or the depositor's remark. Unless noted, the call rests on the fitted dose curve; in most records, active means well fitted curve in the direction sought with a large enough effect; inconclusive means small, poorly fitted or top-dose-only effect, or another doubt; inactive means no such curve, though single readings can be large; an effect the other way counts as inactive or inconclusive. This is a subset (hit frequency here may not be typical).

Start of the data: the first 4 records, ahead of the listing:
SMILES	APEX1 inh	ALOX12 inh	Apoferritin bind	RGS4 inhibitor	ERG Ets-DNA blk	POLB inh	LDHA inh	Pol eta inh	POLK inh
Oc1cc2c(cc1CN1CCc3ccccc3C1)OCO2	-5%	u	u	6%	-4%	5%	-14	5%	-7%
Cc1cc(C(=O)Nc2nnc(C3CCCCC3)s2)cs1	1%	0%	0%	12%	0%	1%	-15	4%	-10%
CCc1nnc(NS(=O)(=O)c2ccc(NC(=O)CCC(=O)OC)cc2)s1	24%	8%	2%	8%	4%	24%	0	-14%	1%
O=C(O)Cc1ccc2sc(-c3ccccc3)nc2c1	2%	-5%	4%	-13%	4%	42%	-10	-6%	11%

This part in full, from the start:
SMILES	APEX1 inh	ALOX12 inh	Apoferritin bind	RGS4 inhibitor	ERG Ets-DNA blk	POLB inh	LDHA inh	Pol eta inh	POLK inh
Oc1cc2c(cc1CN1CCc3ccccc3C1)OCO2	-5%	u	u	6%	-4%	5%	-14	5%	-7%
Cc1cc(C(=O)Nc2nnc(C3CCCCC3)s2)cs1	1%	0%	0%	12%	0%	1%	-15	4%	-10%
CCc1nnc(NS(=O)(=O)c2ccc(NC(=O)CCC(=O)OC)cc2)s1	24%	8%	2%	8%	4%	24%	0	-14%	1%
O=C(O)Cc1ccc2sc(-c3ccccc3)nc2c1	2%	-5%	4%	-13%	4%	42%	-10	-6%	11%
Cc1cc2cc(CN(Cc3cccs3)C(=S)NCc3ccco3)c(=O)[nH]c2cc1C	-2%	u	-10%	-53%	2%	14%	0	-5%	-7%
Cc1ccc(OCC(=O)Nc2nc(C)c(Cl)cc2Cl)c([N+](=O)[O-])n1	-9%	6%	x	1%	-24%	x	-1	6%	5%
Cc1ccc(CCNC(=O)CN(C)S(=O)(=O)c2cnc[nH]2)cc1	-2%	18%	24%	2%	-7%	6%	-12	-11%	6%
CCOC(=O)c1cc2sc(C)cc2n1CC(=O)N(CC)CC	-5%	-22%	-9%	-31%	0%	-21%	-5	9%	-21%
Cc1nn(-c2ccc(N3CCCCC3)nn2)c(C)c1CCC(=O)Nc1ccc(F)c(F)c1	-3%	25%	-2%	1%	-5%	13%	-2	-7%	-8%
Cc1cc(C(C)(C)C)cc(C)c1COC(=O)CN1C(=O)NC2(CCCC2)C1=O	-6%	0%	x	11%	-1%	x	0	-7%	-10%
C[C@H](NC(=O)[C@H]1N2C(=O)c3ccccc3C2SC1(C)C)C(=O)N1CCN(C)CC1 (some centres undefined)	55%[activator]	10%	-2%	-30%	11%	-11%	0	-17%	9%
CC(=O)N/C(=C\c1ccccc1Cl)C(=O)O	0%	u	2%	11%	2%	9%	-9	-10%	-8%
Cc1cc(Br)ccc1NC(=O)CN1C(=O)CCC1=O	-2%	0%	-11%	29%	-5%	1%	-3	-4%	0%
Fc1cc(Br)ccc1NC(=S)Nc1cccnc1	0%	-12%	-11%	-10%	-8%	16%	-2	-9%	3%
Cc1ccc(-n2c(SCC(=O)NCc3ccccc3)nc3n[nH]c(C)c3c2=N)cc1Cl	x	-12%	-8%	-9%	-2%	-2%	-2	1%	-9%[60.1 µM]
Cc1ccc(NC(=O)Cn2c(=O)oc3cc(S(=O)(=O)N4CCCC4)ccc32)cc1F	x	-17%	-8%	-20%	-4%	u	6	-12%	-10%
Fc1ccc(C(CCNCc2cccs2)c2ccco2)cc1 (centres undefined)	0%	u	-4%	-7%	8%	-1%	-3	-13%	-10%
Cn1c(=O)c2c(SCC(=O)Nc3ccc4c(c3)OCCO4)nc(CC(C)(C)C)nc2n(C)c1=O	-3%	-8%	0%	-10%	-2%	u	-2	-12%	2%
O=C(Nc1cc(Cl)ccc1Cl)c1cc(S(=O)(=O)N2CCCc3ccccc32)ccc1F	x	-12%	-16%	3%	-4%	-21%	4	-18%	-2%[60.1 µM]
Clc1ccc(-n2ncc3c(NCC4CCCO4)ncnc32)cc1 (centres undefined)	-2%	23%[57.4 µM]	-9%	-7%	10%	19%	-1	-17%	-6%
CCN(C(=O)CCc1nc(-c2ccc(C)cc2)no1)c1cccc(C(F)(F)F)c1	x	8%	36%[activator]	4%	-1%	1%	0	-23%	-1%
Cc1cc(SC#N)cc(C)c1NC(=O)CCl	0%	-9%	6%	-52%	-3%	4%	1	-22%	-5%
CCN(CC)S(=O)(=O)c1ccc2c(c1)N(CC(=O)Nc1cccnc1Cl)C(=O)CO2	-4%	-2%	-1%	16%	-10%	7%	1	-1%	2%
COc1ccc(Cc2noc(CN3CCCC(OCc4ccccn4)C3)n2)cc1OC (centres undefined)	-4%	-19%	-5%	-2%	-2%	-3%	-5	-19%	0%
O=C(Cc1cccc(C(F)(F)F)c1)NCC(=O)Nc1cc(Cl)ccc1Cl	5%[12.4 µM]	-4%	-15%	1%	-2%	-3%	-8	-23%	0%

Next part, starting with the last 2 of the part before.
SMILES	APEX1 inh	ALOX12 inh	Apoferritin bind	RGS4 inhibitor	ERG Ets-DNA blk	POLB inh	LDHA inh	Pol eta inh	POLK inh
COc1ccc(Cc2noc(CN3CCCC(OCc4ccccn4)C3)n2)cc1OC (centres undefined)	-4%	-19%	-5%	-2%	-2%	-3%	-5	-19%	0%
O=C(Cc1cccc(C(F)(F)F)c1)NCC(=O)Nc1cc(Cl)ccc1Cl	5%[12.4 µM]	-4%	-15%	1%	-2%	-3%	-8	-23%	0%
Nc1nnc(-c2cn(-c3ccccc3)nc2-c2ccc(Cl)cc2)o1	-2%	56%[activator]	1%	-14%	4%	-1%	-11	-14%	-7%
CCCCN(CC)C(=O)c1cc2c(=O)n3ccccc3nc2n1C	x	-13%	7%	-10%	-2%	45µM*	-4	-12%	-28%
COCC(=O)OC/C(O)=C(\C#N)c1nc2ccccc2[nH]1	-5%	1%	5%	-1%	-4%	21%	10	10%	-15%
O=C(c1cccc(S(=O)(=O)N2CCN(c3ccccc3)CC2)c1)N1CCN(c2ccccc2O)CC1	2%	u	x	-1%	-3%	x	1	-19%	2%
Cc1cc(OCC(=O)Nc2ccc(Br)cc2)cc2c1C(=O)CC(C)(C)O2	-1%	184%[activator]	-11%	-1%	12%	17%	-1	-6%	-11%
COc1ccccc1CNC(=O)C(Cc1ccccc1)NS(=O)(=O)c1ccc2c(c1)oc(=O)n2C (centres undefined)	x	0%	-8%	u	6%	16%	0	-10%	-16%
Cc1cccc(NC(=O)NC2CCCc3ccccc32)c1 (centres undefined)	48%[activator]	-5%	-12%	16%	-3%	6%	-3	-13%	-16%
Cc1c(C(=O)N(C)C)sc2c1c(=O)n(-c1ccccc1C(F)(F)F)c(=O)n2Cc1ccccc1C#N	x	-14%	-21%	37%	12%	2%	-3	-21%	-9%[60.1 µM]
CCN(Cc1ccccc1)C(=O)c1c(-c2ccccc2Cl)noc1C	23%	12%	-11%	0%	-6%	-10%	-1	-7%	3%
Cc1ccc(NC(=O)c2cc([N+](=O)[O-])ccc2Cl)c(O)c1	2%	-19%	-18%	1%	5%	15%	6	10%	-23%
COC(=O)c1ccc(C)cc1C1CN=NC12Cc1cc(C)ccc1C2=O (centres undefined)	x	u	x	-37%	x	x	20	-6%	-16%
Cc1ccc(C(=O)C2CCN(CC(=O)NC3CCCCC3)CC2)cc1	2%	-8%	-19%	5%	-4%	7%	-5	-13%	-14%
COc1ccccc1N1CCN(C(=O)CSc2nc(C)c(C)c(=O)[nH]2)CC1	-6%	0%	-9%	-16%	9%	8%	1	-2%	16%
O=C(O)c1cccc(S(=O)(=O)N(Cc2ccccc2)c2ccccc2Cl)c1	-4%	5%	10%	4%	-4%	-13%	-14	-13%	5%
OCCN(Cc1ccccc1)Cc1cccc(C(F)(F)F)c1	5%	u	-14%	5%	0%	29%	-10	-16%	-4%

3 entries out of the list, sorted by length of the SMILES, smallest number first:
SMILES	APEX1 inh	ALOX12 inh	Apoferritin bind	RGS4 inhibitor	ERG Ets-DNA blk	POLB inh	LDHA inh	Pol eta inh	POLK inh
COCC(=O)OC/C(O)=C(\C#N)c1nc2ccccc2[nH]1	-5%	1%	5%	-1%	-4%	21%	10	10%	-15%
COC(=O)c1ccc(C)cc1C1CN=NC12Cc1cc(C)ccc1C2=O (centres undefined)	x	u	x	-37%	x	x	20	-6%	-16%
O=C(c1cccc(S(=O)(=O)N2CCN(c3ccccc3)CC2)c1)N1CCN(c2ccccc2O)CC1	2%	u	x	-1%	-3%	x	1	-19%	2%
